Rin1 Abl inh: human Rin1-Abl interaction inhibition; TR-FRET Rin1/Abl binding, biochemical; inhibition, % at 7.35 µM; 360,000 tested, 0.4% active; in the data active means inhibition above about 5%, passing the limit was not always enough
SUMO1 PPI mod: alters human SUMO1 binding to SIM partners; P63165; SUMO1 binding to a labelled peptide, TR-FRET, 1 h; inhibition, % at 20 µM; 360,000 tested, 0.33% active; AID 602429; in the data active means inhibition above about 37%
Target sequence (P63165 whole entry, looked up): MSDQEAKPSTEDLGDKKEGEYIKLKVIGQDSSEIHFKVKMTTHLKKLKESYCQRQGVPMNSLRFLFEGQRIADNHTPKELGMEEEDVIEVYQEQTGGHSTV
STEP inh: blocks human striatal-enriched tyrosine phosphatase | P54829 | recombinant STEP, OMFP fluorogenic substrate, fluorescence | 360,000 tested, 0.25% active | inhibition, % at 20 µM;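 active means inhibition at 20 µM, scaled per plate between control wells, above about 37%, limit read from the data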;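 further: 0% = DMSO with enzyme and substrate and 100% = substrate only without enzyme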
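Measure: Control-normalized % inhibition with plate pattern correction | Test system: STEP phosphatase, cell-free reaction | Medium: pH 6.0 Bis-Tris with DTT and Tween 20 | Technique: Fluorescence, 480/540 nm | Times: Reaction 20 min, ambient temperature | Doses: Single compound dose of 20 µM, 1% DMSO final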
NadD block: NadD (S. aureus) enzyme inhibition; purified NadD enzyme, colorimetric absorbance read-out; inhibition, % at 20 µM; 360,000 tested, 0.78% active; AID 602399; in the data active means inhibition above about 26%; further: some compounds past the cut are filed as inactive
Neddyl block: cullin neddylation inhibition; P61081+Q13564; TR-FRET cullin neddylation, biochemical; calls only at 25 µM; 360,000 tested, 0.58% active; in the data active means inhibition above about 36%
DNMT1 block: inhibitors of human DNMT1; P26358; DNMT1 molecular beacon, Hinp1I cleavage, fluorescence; inhibition (reported as % activation of signal), % at 10 µM; 360,000 tested, 0.83% active; AID 588458; in the data active means inhibition above about 50%
CSN deneddyl inh: CSN deneddylation inhibition. Purified CSN, SCF-Nedd8-OG deneddylation, fluorescence polarization. inhibition, % at 12.5 µM. 360,000 tested, 0.38% active;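 active means pattern-corrected inhibition above about 35%, with an unprinted fluorescence ratio check between 0.5 and 1.5, limit read from the data, passing the limit was not always enough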;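 further: 0% = enzyme with substrate and 100% = substrate without enzyme; some results filed as inactive read as strong as hits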
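Assay system: purified human Csn5 enzyme expressed in HEK293T cells; Input: 0.24 nM Csn5 enzyme, final concentration; Reagent: 10 nM SCFSkp2-Nedd8OG; Compound dosing: 12.5 µM single point; Times: reaction 90 min, room temperature; Technique: fluorescence polarization readout.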
Scp-1 inhibitor: Scp-1 (human) phosphatase inhibition. Q9GZU7. Recombinant Scp1, phosphopeptide, malachite green phosphate absorbance. inhibition, % at 20 µM. 340,000 tested, 0.88% active. AID 493091;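 active means inhibition above about 50% at 20 µM, limit read from the data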;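 further: plate controls were DMSO wells with enzyme for no effect and wells lacking enzyme for full effect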
Target sequence (Q9GZU7 76-261 limits assumed): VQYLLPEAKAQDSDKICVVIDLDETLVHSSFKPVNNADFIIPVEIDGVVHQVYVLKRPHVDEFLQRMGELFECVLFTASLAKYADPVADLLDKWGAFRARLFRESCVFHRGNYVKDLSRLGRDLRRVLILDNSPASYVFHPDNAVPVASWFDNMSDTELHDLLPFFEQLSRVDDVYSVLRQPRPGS
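Test system: SCP-1 catalytic domain; Buffer or medium: Acidic Tris acetate buffer with magnesium and detergent; Also added: Phosphorylated 17-residue peptide substrate; Compound: single 20 µM dose, 1% DMSO; Schedule: enzyme reaction 45 min at room temperature, colour 5 min, stabilisation 30 min; Signal: Phosphate-binding colour reagent, absorbance read at 630 nm.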
Rpn11 block: Rpn11 (human) deubiquitinase inhibition; O00487; human 26S proteasome, Ub4-pepOG fluorescence polarization; 20S core pre-blocked with epoxomicin; calls only at 20 µM; 360,000 tested, 0.59% active;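 active means inhibition at 20 µM, scaled to each plate's controls, above about 33%, limit read from the data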
Target sequence (O00487 whole entry, looked up): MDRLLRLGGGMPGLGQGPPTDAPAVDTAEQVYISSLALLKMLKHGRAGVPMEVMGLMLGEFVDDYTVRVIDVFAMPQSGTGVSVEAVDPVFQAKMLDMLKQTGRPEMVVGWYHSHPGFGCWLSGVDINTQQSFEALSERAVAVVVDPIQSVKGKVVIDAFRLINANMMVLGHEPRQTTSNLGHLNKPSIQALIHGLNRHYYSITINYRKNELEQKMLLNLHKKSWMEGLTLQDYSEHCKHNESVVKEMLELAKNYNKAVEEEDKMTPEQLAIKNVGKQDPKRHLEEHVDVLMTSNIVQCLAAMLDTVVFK
LMPTP block: LMPTP (human) inhibition. recombinant LMPTP-A, OMFP fluorogenic substrate, fluorescence intensity. inhibition, % at 20 µM. P24666. 360,000 tested, 0.22% active. AID 651560;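 active means compounds that cut the enzyme signal by at least half of the control window in the single-dose screen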;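 further: plate controls were DMSO wells with enzyme plus substrate for no effect and substrate without enzyme for full effect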
Target sequence (P24666 whole entry, looked up): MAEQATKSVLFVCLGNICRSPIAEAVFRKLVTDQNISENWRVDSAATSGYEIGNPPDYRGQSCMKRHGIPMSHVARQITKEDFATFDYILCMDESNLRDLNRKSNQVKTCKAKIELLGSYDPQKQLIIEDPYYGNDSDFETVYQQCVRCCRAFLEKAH
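Test system: LMPTP-A phosphatase enzyme. Amount: LMPTP-A at 0.625 nM final in the reaction. Reagent: OMFP substrate, 400 µM final. Times: 50 min at room temperature. Signal: endpoint fluorescence intensity from OMFP dephosphorylation. Read-out basis: % inhibition. Benchmarks: no-enzyme and uninhibited controls.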
* hit, by the source's call; i = inactive; . = not tested or not shown; + = active, no number.

Molecule	Rin1 Abl inh	SUMO1 PPI mod	STEP inh	NadD block	Neddyl block	DNMT1 block	CSN deneddyl inh	Scp-1 inhibitor	Rpn11 block	LMPTP block
O=C(Nc1nc(-c2ccco2)c(-c2ccco2)s1)c1ccc(F)cc1F	6	26	2	41*	i	43	45*	9	i	8.6
Cc1c(Cl)c([N+](=O)[O-])nn1Cc1ccc(C(=O)NN)o1	-3	-20	1	-5	i	0	-4	-8	i	-1.6
COC1=C(C)C(O)=C(C(=O)/C=C/c2ccccc2)C(=O)C1(C)C	2	-1	5	-4	i	9	5	-8	i	2.3
CC(C)(C)NC(=O)c1cccc(NC(=O)c2ccc3c(c2)C(=O)N(C(C)(C)C)C3=O)c1	2	-18	-1	2	i	-2	-2	-2	i	-0.2
COC(=O)C[C@@H]1C[C@H]2c3cc(NC(=O)C4CCC4)ccc3O[C@H]2[C@@H](CO)O1	5	0	-4	-2	i	8	0	.	i	-0.9
O=C(COC(=O)c1ccc2c(c1)OCO2)NC1CCS(=O)(=O)C1 (configuration not stated)	3	0	1	4	i	0	0	41	i	-2.0
O=C(/C=C/c1cccc(Cl)c1)NCc1ccccc1	3	-7	-1	-8	i	2	-2	-6	i	-0.4
CC(NC(=O)Cc1ccc(S(=O)(=O)N2CCOCC2)s1)c1ccc(Cl)cc1Cl (configuration not stated)	1	2	-1	-14	i	1	-2	-9	i	-0.7
COc1ccc2oc(=O)c(C(=O)Nc3cccc(C)c3)cc2c1	1	-6	2	-3	i	2	-4	-3	i	-0.1
Cc1cccc(NC(=S)NCCC(c2ccccc2)c2ccccc2)c1	2	-1	-2	-1	i	0	0	-5	i	2.9
COc1ccc(Br)cc1S(=O)(=O)N1CCOCC1	-2	-1	0	0	i	4	-1	1	i	-0.8
Cn1c(N/N=C\c2cccc(O)c2)cc(=O)n(C)c1=O	-3	-9	0	-7	i	-16	-7	-3	i	1.9
CC1=CC(C)(C)NC(=S)N1C(C)c1ccccc1 (configuration not stated)	3	2	-1	2	i	2	1	-13	i	0.0
O=C(Nc1ccc(C(=O)O)cc1)Nc1ccc([N+](=O)[O-])cc1	4	-25	-2	-7	i	0	0	-16	i	0.1
O=C(Nc1nnc(CCS(=O)(=O)c2ccc3ccccc3c2)s1)c1cccs1	0	7	2	0	i	18	0	-2	i	0.5
CC1(C(=O)NS(=O)(=O)c2cccc(OC(F)F)c2)CCN1C(=O)c1ccco1 (configuration not stated)	-1	-4	-4	1	i	4	4	.	i	-1.8
Cc1ccc2nc(N(CCCN(C)C)C(=O)c3ccc(S(=O)(=O)N4CCCCCC4)cc3)sc2c1	-3	-9	-1	3	i	-1	-4	9	i	0.4
C(=C\c1ccccc1)/C=N/Nc1nc(N2CCOCC2)nc(N2CCOCC2)n1	-3	-5	0	4	i	-2	-5	-7	i	-1.3
CC(CC(=O)Nc1nccs1)c1ccccc1 (configuration not stated)	-3	-1	-2	2	i	-1	-7	3	i	-2.8
Cc1ccc(N2CC(=O)N(NC(=O)c3sc4nc(C)cc(C)c4c3N)CC2=O)cc1	-1	-14	-1	-3	i	1	-6	-14	i	-1.0

Entries of single compounds, quoted from the list:
Profile of `O=C(COC(=O)c1ccc2c(c1)OCO2)NC1CCS(=O)(=O)C1` (configuration not stated) → Rin1 Abl inh = 3; SUMO1 PPI mod = 0; STEP inh = 1; NadD block = 4; Neddyl block = i; DNMT1 block = 0; CSN deneddyl inh = 0; Scp-1 inhibitor = 41; Rpn11 block = i; LMPTP block = -2.0
Profile of `COC1=C(C)C(O)=C(C(=O)/C=C/c2ccccc2)C(=O)C1(C)C` → Rin1 Abl inh = 2; SUMO1 PPI mod = -1; STEP inh = 5; NadD block = -4; Neddyl block = i; DNMT1 block = 9; CSN deneddyl inh = 5; Scp-1 inhibitor = -8; Rpn11 block = i; LMPTP block = 2.3

(listing goes on)
Molecule	Rin1 Abl inh	SUMO1 PPI mod	STEP inh	NadD block	Neddyl block	DNMT1 block	CSN deneddyl inh	Scp-1 inhibitor	Rpn11 block	LMPTP block
COC(=O)c1c(NC(=O)COC(=O)CNC(=O)C2CCCCC2)sc(C)c1C	-4	-3	3	-1	i	0	2	0	i	0.8
Cc1ccc(C2=Nc3ccccc3NC(C)(c3ccc(C)o3)C2)o1 (configuration not stated)	-4	0	1	14	i	-11	-9	1	i	0.9
Cc1cc(C)cc(NC(=S)NC2CC3CCC(C2)N3Cc2ccco2)c1 (configuration not stated)	-5	1	0	-8	i	1	3	-5	i	-0.6
O=C(NNC(=S)Nc1ccccc1)c1cccc(Br)c1	0	6	-2	2	i	0	2	-4	i	-0.5
Cc1ccccc1OCCn1c(CCNC(=O)C(C)C)nc2ccccc21	-2	2	-2	1	i	0	-2	-3	i	-1.5
O=C(c1ccc2c(=O)n3c(nc2c1)CCCCC3)N1CCCCC1	-1	2	-1	-4	i	1	-3	-6	i	-2.3
Cc1ccc(-c2nnn(CC(=O)N(CC3CCCO3)C(C(=O)NC3CCCC3)c3ccc(O)cc3)n2)o1 (configuration not stated)	-1	2	-5	-3	i	-1	-8	-1	i	-1.0
COc1ccc(C(=O)NC2CCN(S(=O)(=O)c3ccc(F)cc3)CC2)cc1	0	-3	0	4	i	-3	-4	-2	i	-1.5
COC(=O)C(C)Sc1nc(NCc2ccccc2)nc(N(C)C)n1 (configuration not stated)	-2	-1	2	-4	i	4	-7	11	i	0.2
O=C(Nc1ccncc1)c1sc2ccccc2c1Cl	-7	-19	-2	-2	i	0	-9	-2	i	-1.0
COc1ccc(Nc2nc(NC(C)(C)C)nc(N3CCOCC3)n2)c(OC)c1	-1	-2	-1	1	i	7	-1	1	i	0.6
COc1nn(CC(=O)N2N=C(C)CC2(O)C(F)F)cc1[N+](=O)[O-] (configuration not stated)	2	-6	0	0	i	3	-6	-4	i	-0.9
COc1ccc(NC(=O)CN(C)S(=O)(=O)c2ccccc2)c([N+](=O)[O-])c1	-6	-21	3	5	i	-2	5	-11	i	-0.8
COc1cc(Cl)c(C)cc1NC(=O)c1ccc(S(C)(=O)=O)cc1	-2	2	0	-7	i	0	4	-1	i	1.8
CC1(C(=O)NCc2ccncc2)Cc2c(-c3cccc(C(F)(F)F)c3)ccnc2O1 (configuration not stated)	1	4	-5	0	i	4	1	.	i	-1.6
CN(CCC#N)C(=O)COC(=O)c1ccc2c(=O)n3c(nc2c1)CCC3	2	3	0	-7	i	2	-5	-8	i	-0.5
CCSc1oc(-c2ccco2)nc1S(=O)(=O)c1ccc(F)cc1	-1	0	-4	3	i	-9	1	-7	i	0.6
CCOc1ncccc1C(=O)N1CCN(S(=O)(=O)c2ccc(Br)cc2Cl)CC1	-2	0	1	3	i	2	-1	5	i	0.1
OCCN1CCN(c2nc(-c3ccccc3)c3cc(Cl)ccc3n2)CC1	-1	-14	-7	-9	.	-6	-2	2	i	-2.2
COc1cccc(N2CC(C(=O)N3CCC4(CC3)CC(=O)c3ccccc3O4)CC2=O)c1 (configuration not stated)	1	-4	2	2	i	0	7	0	i	-1.1

4 entries from above, sorted by the value under NadD block, smallest number first:
compound	NadD block
CN(CCC#N)C(=O)COC(=O)c1ccc2c(=O)n3c(nc2c1)CCC3	-7
O=C(Nc1ccncc1)c1sc2ccccc2c1Cl	-2
COc1cccc(N2CC(C(=O)N3CCC4(CC3)CC(=O)c3ccccc3O4)CC2=O)c1 (configuration not stated)	2
CCSc1oc(-c2ccco2)nc1S(=O)(=O)c1ccc(F)cc1	3

Continuation:
Molecule	Rin1 Abl inh	SUMO1 PPI mod	STEP inh	NadD block	Neddyl block	DNMT1 block	CSN deneddyl inh	Scp-1 inhibitor	Rpn11 block	LMPTP block
NS(=O)(=O)c1ccc(NC(=O)COC(=O)c2cc([N+](=O)[O-])ccc2Cl)cc1	-3	-31	-2	-8	i	6	2	-12	i	-1.2
Cn1c2ccccc2c(=O)c2c(=O)n(-c3ccc(F)cc3)c(C3CCCCC3)nc21	-2	-7	-2	14	i	11	-4	17	i	0.1
CCN(CC(=O)Nc1cccc(OC)c1)c1ncnc2sc(C)c(C)c12	0	5	-1	-4	i	0	2	-6	i	0.9
COc1cc(/C=C2\C(=N)N3N=C(S(C)(=O)=O)SC3=NC2=O)cc(OC)c1OCCOc1ccccc1C	-2	8	1	26*	i	0	-3	10	i	2.0
CNC(=O)CN(c1ccc(F)cc1)S(=O)(=O)c1cc(C)ccc1OC	-2	-3	0	6	i	-4	-4	-4	i	0.2
Cn1c(N)c(C(=O)COC(=O)/C=C/c2ccc(Cl)c(Cl)c2)c(=O)n(C)c1=O	-1	12	5	-4	i	-3	-1	-15	i	0.9
CCN(c1ccccc1)S(=O)(=O)c1cnc[nH]1	3	0	-2	-2	i	2	1	1	i	-1.6
CC(C)C[C@@H](CNCC(=O)[C@H](C)NC(=O)c1[nH]cnc1C(=O)N[C@@H](C)CN)NC(=O)c1nc[nH]c1C(=O)N[C@@H](C)C(=O)O	1	6	2	10	i	11	-4	-2	i	-3.9
Cc1cc(NC(=O)c2cccc(S(=O)(=O)N3CCOCC3)c2)no1	2	0	1	1	i	1	-5	-7	i	0.5
O=C1Cc2cc(S(=O)(=O)NCc3ccccc3Cl)cc3c2N1CCC3	3	-1	1	8	i	-4	-5	-7	i	1.6
Cc1cc(C)n2nc(C(=O)OCC(=O)N(C)C3CCCCC3)nc2n1	5	-5	-2	1	i	1	2	-1	i	-1.8
COC(=O)c1ccc(OCC(=O)N2CCCc3ccccc32)cc1	-2	2	2	-5	i	0	-2	-14	i	-0.5
Cc1nc(NC(=O)CSc2nnc(N)s2)c(Cl)cc1Cl	1	-2	-1	-2	i	0	4	-5	i	-1.4
Cc1ccc(C)c2c1cc(C)c1nnc(SCC(=O)Nc3nc4c(s3)CCCC4)n12	-1	-9	-2	10	i	-4	-11	5	i	-0.6
CCNC(=O)C1CCCN(C(=O)C(c2ccccc2)c2ccccc2)CC1 (configuration not stated)	1	1	2	-8	i	-1	5	.	i	0.3
CC(C)N1C(=O)N(c2ccccc2)C(C)(O)CC1(C)C (configuration not stated)	-2	0	-1	2	i	6	-15	1	i	-0.1
CC1(C(=O)O)CCC(C(=O)N2CCOCC2)C1(C)C (configuration not stated)	1	-1	-2	3	i	0	-8	3	i	0.1
O=C(Nc1ccc(OC(F)(F)F)cc1)C1CCCCN1S(=O)(=O)c1ccccc1 (configuration not stated)	2	-4	-1	-6	i	2	2	-8	i	2.8
O=C(c1coc(=O)c(Br)c1)N1CCCc2ccccc21	0	9	6	7	+	58*	32	19	i	9.6
Cc1cccc(NC(=O)c2onc3c2CCCC3)c1C	4	3	-4	-5	i	1	-1	-6	i	1.6
Cc1n[nH]c(=S)n1/N=C/c1ccccc1OCc1ccc(Cl)cc1	0	2	4	6	i	5	4	-12	i	1.9
CCOCCCn1c(SCC(=O)Nc2oc(C)c3c(C)n[nH]c(=O)c23)nc2ccccc2c1=O	-3	-23	1	1	i	0	3	-5	i	-7.6
CCCCc1cc(=O)oc2c(C)c(OCC(=O)N3CCC(C(N)=O)CC3)ccc12	-1	4	1	-1	i	1	6	1	i	-1.5

Compound activity as filed in PubChem BioAssay.

Random draw from the library, and some 3.8% of all compounds hit somewhere here.
